NR2E3 ag-1 = agonists of human nuclear receptor NR2E3; GST-NR2E3/biotin-RetCOR TR-FRET, 1536-well; AID 2300; Q9Y5X4; 0.12% of 320,000 active; inhibition of corepressor binding, % at 4.78 µM;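 active means percent inhibition above the cutoff of mean plus 3 SD of all tested compounds, set per screening campaign, cut at about 20% in these data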;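 further: 0% = DMSO wells and 100% = biotin wells as full block of FRET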
Target sequence (Q9Y5X4 whole entry, looked up): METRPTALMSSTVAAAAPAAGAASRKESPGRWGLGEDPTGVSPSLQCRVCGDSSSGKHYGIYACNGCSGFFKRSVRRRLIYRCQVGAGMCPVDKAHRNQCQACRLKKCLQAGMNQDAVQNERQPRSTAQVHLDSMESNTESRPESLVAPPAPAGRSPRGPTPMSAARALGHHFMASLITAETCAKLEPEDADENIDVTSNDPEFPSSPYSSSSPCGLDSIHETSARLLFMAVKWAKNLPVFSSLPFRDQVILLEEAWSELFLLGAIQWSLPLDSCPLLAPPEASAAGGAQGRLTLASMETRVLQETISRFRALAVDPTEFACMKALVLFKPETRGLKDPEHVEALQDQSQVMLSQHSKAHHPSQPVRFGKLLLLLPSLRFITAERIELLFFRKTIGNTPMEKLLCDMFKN
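Format: 1536-well format; test system: GST-NR2E3 and biotin-RetCOR proteins; read-out basis: percent inhibition of TR-FRET ratio; timing: 5 h incubation at 4 °C; detection: time-resolved FRET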
PDI turbidity = blocks human protein disulfide isomerase activity | P07237 | PDI insulin aggregation turbidity, A650, 90 min | inhibition, % at 10 µM | 0.052% of 350,000 active;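 active means mean inhibition across replicates of 30% or more, whatever share of single replicates reach that level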;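 further: absorbance from insulin aggregation driven by PDI reduction with DTT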
Target sequence (P07237 whole entry, looked up): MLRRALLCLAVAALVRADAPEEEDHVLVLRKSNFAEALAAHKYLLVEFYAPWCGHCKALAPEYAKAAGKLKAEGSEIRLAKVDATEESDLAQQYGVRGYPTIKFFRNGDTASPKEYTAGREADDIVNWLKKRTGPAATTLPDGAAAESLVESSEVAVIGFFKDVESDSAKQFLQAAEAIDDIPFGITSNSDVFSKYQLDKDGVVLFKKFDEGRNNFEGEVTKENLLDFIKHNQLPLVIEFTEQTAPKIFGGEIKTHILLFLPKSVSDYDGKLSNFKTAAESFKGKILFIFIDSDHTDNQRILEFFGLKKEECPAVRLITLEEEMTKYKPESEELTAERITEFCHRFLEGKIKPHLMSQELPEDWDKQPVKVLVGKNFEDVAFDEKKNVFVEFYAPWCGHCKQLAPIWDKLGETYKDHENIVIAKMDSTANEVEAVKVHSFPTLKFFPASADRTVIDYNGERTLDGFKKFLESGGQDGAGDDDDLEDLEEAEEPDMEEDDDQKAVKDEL
CaV13 ICDI inh = Primary screen for inhibitors of IQ motif and Ca2+-dependent inactivation inhibitor domain binding in CACNA1D, Förster resonance energy transfer in living cells, …; HEK cells, CFP/YFP FRET ICDI-IQ, plate reader, 10 min; percent FRET-ratio fall versus neutral wells; inhibition, % at 12.3 µM; 0.098% of 340,000 active; AID 743397;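 active means mean replicate inhibition of at least 30% and at least 1% of replicates passing that level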;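 further: 0% = median of the neutral control wells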
NR2E3 ag-2 = human photoreceptor-specific nuclear receptor agonism. Q9Y5X4. 0.35% of 360,000 active. AID 602229. CHO-S Gal4-NCOR/VP16-NR2E3 two-hybrid, luciferase. inhibition of corepressor binding, % at 3.98 µM;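 active means inhibition above the mean of all tested compounds plus 3 SD, cut at about 70% in these data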;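 further: 0% = DMSO with NR2E3 transfected cells and 100% = cells lacking NR2E3 construct; higher means lower luciferase signal from less NR2E3 corepressor binding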
Vif inh = blocks HIV Vif function; HEK293T cells, Vif self-association by quenched fluorescence, imaging, 24 h; AID 602346; inhibition, % at 7.49 µM; 0.35% of 340,000 active; in the data active means inhibition above about 50%, passing the limit was not always enough; further: some results filed as inactive read as strong as hits
KKLEB cytotox = counter-screen for CF NF-kB inhibitors: cytotoxicity; KKLEB CF airway cells viability, ATPlite luminescence, overnight; active compounds read low; cells stimulated with P. aeruginosa culture filtrate; 0.36% of 360,000 active; activity change (cytotoxicity), % at 5 µM;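 active means corrected activity change at or below -50% at 5 µM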
Shn3 3UTR inh = Schnurri-3 reporter inhibition in Clone20 osteoblasts; inhibition, % at 12.5 µM; 0.52% of 360,000 active; AID 588674; Clone20 osteoblast Shn3 3'UTR firefly luciferase, 24 h;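 active means mean inhibition of at least 75% with every replicate also reaching 75%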;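 further: 0% = median of neutral control wells and 100% = pilot-screen positive control compound; some compounds past the cut are filed as inactive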
Peg3 prom inh = reduces Peg3 promoter-driven luciferase expression in HeLa; HeLa PEG-Prom luciferase reporter, luminescence, overnight; inhibition, % at 20 µM; 1.7% of 360,000 active; AID 588405;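 active means inhibition of at least 50% at 20 µM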
CF NFkB block = blocks PAF-induced NF-kB reporter in cystic fibrosis cells. KKLEB NF-kB-GFP reporter, GFP fluorescence overnight. inhibition, % at 5 µM. 0.86% of 360,000 active;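 active means at least 50% inhibition at 5 µM, scaled per plate between neutral and stimulator controls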;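 further: PAF is a Pseudomonas aeruginosa culture filtrate used as stimulus; plate controls were PAF-stimulated DMSO wells for no effect and unstimulated DMSO wells for full effect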
HIF-2a inh = inhibitors of HIF-2a; 786-0 RCC cells HIF-2a reporter, luciferase luminescence, overnight; inhibition, % at 18.8 µM; 0.72% of 360,000 active; AID 624352;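 active means inhibition of the luminescence signal of 40% or more relative to plate controls, in a single-dose primary screen at 18.75 µM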
TRPM1 prom inh = inhibitors of MITF-driven TRPM1 promoter in melanoma cells; SK-MEL-5 TRPM1 promoter luciferase, 24 h; inhibition, % at 12.5 µM; AID 488899; 0.83% of 330,000 active;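 active means mean inhibition across replicates of 60% or more, whatever share of single replicates reaches that level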; further: values of inactives mirror those of a sister screen read the other way
Starred values were filed as active, the others as inactive; · = no result given.

SMILES	NR2E3 ag-1	PDI turbidity	CaV13 ICDI inh	NR2E3 ag-2	Vif inh	KKLEB cytotox	Shn3 3UTR inh	Peg3 prom inh	CF NFkB block	HIF-2a inh	TRPM1 prom inh
CC(C)OP(=O)(c1ccc(N(C)C)cc1)C(O)c1ccc(N(C)C)cc1 (configuration not stated)	2	1	-4	1	-2	3	-22	6	-9	5	3
COc1cccc(-c2nc(CS(=O)(=O)CC(=O)NCCc3cc(OC)ccc3OC)c(C)o2)c1	1	10	-4	22	-5	8	17	12	6	-5	5
O=C(Nc1cccc(F)c1)C1CCCN(S(=O)(=O)c2cccc3cccnc23)C1 (configuration not stated)	-1	-12	-3	-3	0	-4	20	4	2	5	12
CCn1c(=O)cc(OCC(=O)N(C)C2CCCCC2)c2ccccc21	-1	-22	-5	-5	-8	-16	-11	0	16	-3	3
CC(=O)c1c(N2CCCCC2)nc(=S)n(-c2ccccc2)c1C	1	10	-5	-57	3	-1	-8	-11	-4	-14	-2
O=C(CC12CC3CC(C1)CC(CC(=O)N1CCCC1)(C3)C2)N1CCCC1	1	2	-9	-22	-6	3	-7	22	6	2	13
Cc1cccc(Cn2ncc(Cl)c(Cl)c2=O)c1	2	0	-8	22	1	11	51	44	23	13	28
Cc1noc(C)c1COC(=O)c1ccccc1NC(=O)c1ccco1	-1	0	5	-2	24	5	11	15	-6	6	1
O=C(NCc1cccs1)c1csc([C@@H]2C[C@H](O)[C@@H](CO)O2)n1	·	4	-6	-2	13	-19	9	4	6	13	·
CCN(CC)c1ccc(C=Nc2ccc(C)cc2C)c(O)c1	3	1	-7	-11	-4	-19	-2	-113	-9	-28	-41
COc1ccc(S(=O)(=O)NN(C)c2ncc(C(F)(F)F)cc2Cl)cc1	-4	2	-6	-13	-2	4	12	11	-1	19	-22
Cc1cc(NC(=O)CN2C(=O)NC(Cc3ccccc3)C2=O)no1 (configuration not stated)	2	12	-6	5	-6	-4	11	12	6	6	-11
COc1ccc(C(=O)NNS(=O)(=O)c2ccc(C)cc2)cc1	2	-1	-6	-7	-5	-6	0	5	1	8	-7
CCOc1ccc(NC(=O)CN(C)C(=O)c2cc3c(s2)CCC(C)C3)cc1OCC (configuration not stated)	1	11	-3	39	9	-8	-3	21	14	0	17
COc1ccc(C)cc1NC(=O)CNCc1cccs1	-2	9	-20	-34	-2	-7	-5	-15	6	-3	-3
COc1ccc(NC(=O)CC2SC(=NCc3ccccc3OC)NC2=O)cc1 (configuration not stated)	5	-2	-2	-3	-2	5	-9	6	-1	-14	0
COc1ccc(Nc2ncnc3sc(-c4ccccc4)cc23)cc1OC	1	0	-4	3	13	-3	15	-21	6	-17	4
Cc1cccc2sc(NNC(=O)c3cc(=O)c4ccccc4o3)nc12	2	-2	-7	-121	-10	-17	-47	-145	17	-138	2
CCc1nc2c(OCCc3cccc(OC)c3)cccn2c1N(C=O)Cc1ccc(OC)cc1	·	4	-5	32	4	-8	-4	25	22	11	·
Cc1ccccc1NC(=S)N(Cc1ccco1)C(C)c1cccs1 (configuration not stated)	-3	11	-3	11	-3	6	11	20	-12	14	-14
COc1ccccc1C1=CC(=O)C[C@H](c2ccc(F)cc2)C1	4	-1	-11	10	4	-2	3	-2	18	5	7
Cc1cc(NC(=O)Cn2nc([N+](=O)[O-])c(Br)c2C)no1	2	-1	-5	-9	-2	5	8	19	2	17	0
COc1ccc(CNC(=O)CC2(CC(=O)O)CCCCC2)cc1	-2	3	-4	-6	-3	-3	0	-78	-28	4	14
CSc1nnc2n(-c3ccc(C)cc3)c(=O)c3c4c(sc3n12)COC(C(C)C)C4 (configuration not stated)	4	-4	-5	1	2	-13	-4	19	44	7	·
CCCCOc1ccc(C(=O)N/C(=C\c2cccc([N+](=O)[O-])c2)C(=O)OC(C)C)cc1	5	-3	-1	-51	·	-6	-3	-23	-7	-61	-25
O=C(Nc1ccc(NC(=O)c2ccccc2F)cc1)c1cccs1	0	-1	-5	-76	-3	-2	-127	-220	2	-247	-130
COc1ccc(S(=O)(=O)N2CC=C(c3ccccc3)CC2)cc1OC	·	7	-6	8	-5	1	6	27	6	0	·
CCCCN1C(=N)N([C@@H](CCC)CN2CCC[C@H]2CN2C(N)=NC[C@H]2C(C)C)C[C@H]1[C@H](C)CC	·	-2	-6	-22	-1	3	-8	-7	-10	-4	2
COc1ccc(CCNC(=O)C2(c3ccccc3)CC2)cc1	1	-7	·	2	-5	17	6	11	-2	7	4
CC1(C)CC(=O)/C(=C(\O)CCCN2C(=O)c3ccccc3C2=O)C(=NCCO)C1	0	8	-6	-1	9	-7	-2	7	7	25	1

As entered above.
O=C(NCc1cccs1)c1csc([C@@H]2C[C@H](O)[C@@H](CO)O2)n1 in NR2E3 ag-2 is entered as -2
Cc1cc(NC(=O)CN2C(=O)NC(Cc3ccccc3)C2=O)no1 (configuration not stated) in NR2E3 ag-1 is entered as 2

(next part)
SMILES	NR2E3 ag-1	PDI turbidity	CaV13 ICDI inh	NR2E3 ag-2	Vif inh	KKLEB cytotox	Shn3 3UTR inh	Peg3 prom inh	CF NFkB block	HIF-2a inh	TRPM1 prom inh
Oc1ccc2cc(Br)ccc2c1CN1CCCC1	4	-43	-2	-19	-18	6	-5	-7	20	3	-6
CC(C)(Oc1ccc(Cl)cc1)C(=O)OCn1nnc2ccccc2c1=O	1	·	-3	-23	15	14	-30	19	-17	8	10
Cc1cc(NC(=S)Nc2cccc3ccccc23)n[nH]1	2	-6	-3	-101	-4	-11	4	-169	-6	-252	-3
C[C@H]1CN([C@@H](C)CO)C(=O)CCCn2nncc2CO[C@H]1CN(C)C(=O)Nc1cccc(Oc2ccccn2)c1	·	-3	-6	-2	-2	0	-20	-1	4	2	·
Cc1sc2ncn(CC(=O)NCCCC(=O)N3CCC(C)CC3)c(=O)c2c1C	0	2	1	-2	-3	0	1	10	-9	14	4
CCNC(=O)C1=C(O)c2sccc2N(C)S1(=O)=O	-1	-3	20	0	-1	-11	5	11	21	8	-12
Cc1nc(C(=O)Nc2ccc(F)cc2)nn1-c1ccc([N+](=O)[O-])cc1	1	-4	-3	-2	25	-1	-6	-1	6	-5	-16
Oc1ccccc1OCc1nc2ccccc2s1	1	6	-5	-130	-9	2	-72	-252	3	-249	-74
N#Cc1ccc(Oc2ccc(/C=N/O)cn2)cc1	0	-7	0	-12	-3	8	12	-13	-11	4	4
CCOC(=O)/C(=N/Nc1ccccc1)Sc1nnc(CCc2ccccc2)n1-c1ccccc1	2	-11	2	-31	3	4	-7	11	11	14	0
C=CCN1C(=O)/C(=C/c2ccc(OC)cc2)S/C1=N/c1nccs1	-2	18	-1	18	24	-7	5	-14	-1	2	-14
COc1cc2nc(N(CCCN(C)C)C(=O)c3ccc(C(=O)c4ccccc4)cc3)sc2cc1OC	-1	10	-2	-10	-15	-9	-6	-25	6	4	3
CC(=O)c1c(C)[nH]c(C(=O)Nc2ccccc2Cl)c1C	6	4	-4	-30	15	4	-8	-67	-53	-104	-2
Cc1c(C(=O)N2CCCC2)c(S(=O)(=O)NCC(C)c2ccccc2)c(C)n1C (configuration not stated)	-2	1	-4	15	-2	6	-8	11	-6	3	-5
Cc1nnc(SCC(=O)NN2C(=O)NC3(CCCCC3)C2=O)s1	1	3	-19	-19	-5	7	7	3	9	18	1
CCn1c(Cc2ccccc2)nnc1SCC(=O)N1CCCCC1	2	-3	-5	-22	2	2	-1	9	20	12	9
C#CCSc1nnc(-c2ccc(OC)cc2)o1	1	7	-5	-107	·	0	-33	-197	3	-114	-65
COc1ccc(Cc2nnc(NC(=O)c3ccccc3Cl)s2)cc1OC	1	1	-5	-26	0	2	4	-25	10	7	-5
CCN(C(=O)CN1C(=O)c2ccc([N+](=O)[O-])cc2C1=O)C1CCCCC1	-1	-9	-5	-8	-8	12	13	18	15	-11	6
CC(C)(C)OC(=O)NCc1ccc(NC(=O)c2nc[nH]c2C(=O)NCCNC(=O)c2[nH]cnc2C(=O)Nc2ccc(CNC(=O)OC(C)(C)C)cc2)cc1	·	1	·	3	-3	-32	-15	84*	72*	7	2
COc1cc(SC)ccc1C(=O)OCC(=O)N1CC(=O)Nc2ccccc21	·	-18	-7	7	-10	12	-22	-12	-15	-32	-9
O=C(Nc1nc(-c2nc3ccccc3s2)cs1)C1COc2ccccc2O1 (configuration not stated)	7	-8	-6	-110	5	-12	-16	-287	-13	-219	-9
C/C(=N\NC(=O)C1CC1)c1ccc(C(C)(C)C)cc1	·	-13	-5	-14	-7	4	-16	-69	19	-38	-9
Cc1ccnc(Sc2ccc([N+](=O)[O-])cn2)n1	2	17	-5	-8	-2	9	-1	-57	-8	-69	-23
O=P(CCN1CCCCC1)(c1ccccc1)c1ccccc1	0	1	-5	2	9	2	-5	-8	9	1	3
CC1CCN(c2ccc([N+](=O)[O-])c(SCCO)c2)CC1	2	-7	-20	-14	-6	-9	24	10	34	16	0
COc1ccc(OC)c(NC(=O)Cn2c(-c3ccc(Cl)cc3)noc2=O)c1	1	4	-7	-33	4	10	9	9	-9	15	-10
CC1(C)Nc2ccccc2C(=O)N1c1ccccc1	-1	5	-4	-34	2	-5	-19	-39	-18	-118	-40
Cc1cc(-c2csc(NC(=O)c3cc4ccccc4o3)n2)c(C)n1C	4	-12	-5	-27	-4	12	-23	-5	-14	10	4
COc1ccc(-c2cc(C(=O)Nc3cc(OC)c(OC)c(OC)c3)no2)cc1	-1	-16	-18	-22	-2	-1	17	23	-1	12	10
Nc1ccc(Nc2ccccc2N)cc1	9	-5	-5	-22	4	6	5	-13	-21	-19	11
Cc1ccc(NC(=O)c2cccc3c2C(=O)N(C2CCCCC2)C3)cc1	-2	-5	-4	-10	·	-10	-6	-4	19	0	-9
O=C(c1ccccc1-c1nc(-c2ccc(Cl)cc2)no1)N1CCCC1	-2	-3	-10	-50	-7	2	-84	-237	-27	-238	-15
O=C1CC(c2ccc(F)cc2)C(n2cncn2)C(O)=C1C1NCCc2ccccc21 (configuration not stated)	-1	0	0	-19	-5	3	11	16	-9	14	-2
O=C1CCCCC1C(Nc1ccc(Br)cc1)c1ccccc1 (configuration not stated)	3	15	-5	14	22	-5	4	-14	15	5	-9
CC1(C)OC(=O)C=C(CC2NS(=O)(=O)OC3CCCCC23)O1 (configuration not stated)	0	8	-5	-7	-4	0	-31	5	4	3	-2
COc1ccnc(Oc2ccc(C)cc2C)c1C#N	-3	-2	-2	-27	11	-3	-44	-129	-29	-146	-24
O=C(OCCN=C1NS(=O)(=O)c2ccccc21)c1cccc([N+](=O)[O-])c1	0	-15	-2	-6	-10	9	12	-1	-9	4	1
